STAT3 activator – activators of IL-6 induced STAT3 signaling. 190,000 tested, 0.91% active. activation (% of control), % at 5.6 µM. U3A cells, IL-6 STAT3-luciferase reporter, luminescence; 100% = signal with IL-6 EC80 alone. AID 871;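 active means activation above the screen-wide mean of compound activation plus 3 SD, cut at about 130% in these data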;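 further: 0% = background luminescence of wells with medium and substrate only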
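Material: human STAT1-deficient U3A cells with stable STAT3-luciferase reporter / Probe or stimulus: IL-6 stimulus at 33 ng/mL final / Schedule: 1 h compound pre-exposure, 6 h IL-6 stimulation, 37 °C / Technique: luminescence / Read-out basis: percent of IL-6-only median luminescence / Control set: IL-6-only high control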
STAT3 inh – STAT3 signaling inhibition; 190,000 tested, 0.89% active; inhibition, % at 5.5 µM; U3A cells, IL-6 STAT3-luciferase reporter, luminescence; host cell line lacks STAT1;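 active means inhibition above the mean inhibition across all screened compounds plus 3 SD, cut at about 44% in these data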;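 further: 0% = DMSO only wells and 100% = 100 µM nifuroxazide control wells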
TLR4 MyD88 comp – inhibitors of human TLR4-MyD88 binding. HeLa CL3-4 TLR4/MyD88 BLA complementation, FRET ratio. inhibition, % at 8.4 µM. 200,000 tested, 0.18% active; in the data active means inhibition above about 25%;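 further: 0% = vehicle and 100% = reference inhibitor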
S1P3 antagonist – S1P3 (human) receptor antagonism. CHO S1P3 NFAT-BLA reporter, FRET fluorescence, antagonist mode. inhibition, % at 4.98 µM. 170,000 tested, 0.27% active;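 active means inhibition above the plate cutoff, the mean inhibition of test wells on that plate plus 3 SD, cut at about 28% in these data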;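 further: cells challenged with S1P at its EC80 of 0.8 µM; blue over green emission ratio from cleaved BLA substrate after 4 h stimulation; 0% = S1P-stimulated wells and 100% = unstimulated DMSO-only wells; some compounds past the cut are filed as inactive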
PPARg SRC-1 ag – promotes SRC-1 coactivator recruitment by human PPARgamma; P37231; PPARgamma-SRC-1 coactivator recruitment biochemical assay; activation, % at 8 µM; 200,000 tested, 0.41% active; in the data active means activation above about 19%;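 further: 0% = DMSO and 100% = reference agonist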
Target sequence (P37231 whole entry, looked up): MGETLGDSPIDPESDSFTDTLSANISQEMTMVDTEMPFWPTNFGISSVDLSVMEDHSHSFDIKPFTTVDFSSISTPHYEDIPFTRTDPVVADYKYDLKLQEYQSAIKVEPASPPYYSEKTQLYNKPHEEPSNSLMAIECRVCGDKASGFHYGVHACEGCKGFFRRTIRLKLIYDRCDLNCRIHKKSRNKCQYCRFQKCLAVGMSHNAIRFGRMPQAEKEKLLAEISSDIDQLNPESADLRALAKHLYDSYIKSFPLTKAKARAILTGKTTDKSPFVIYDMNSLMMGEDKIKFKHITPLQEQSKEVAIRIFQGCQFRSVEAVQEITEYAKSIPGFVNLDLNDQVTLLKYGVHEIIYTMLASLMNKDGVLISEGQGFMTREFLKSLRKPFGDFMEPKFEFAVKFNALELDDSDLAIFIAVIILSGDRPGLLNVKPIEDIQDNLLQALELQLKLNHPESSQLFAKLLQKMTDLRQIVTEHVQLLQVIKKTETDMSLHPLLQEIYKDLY
STAT1 inh – reduces IFN-gamma driven STAT1 reporter signal. NIH 3T3 STAT1-luciferase reporter, luminescence. 200,000 tested, 0.35% active. inhibition, % at 5.5 µM;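 active means inhibition above a set limit, the mean inhibition across all tested compounds plus 3 SD, cut at about 34% in these data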;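 further: 0% = IFN-gamma with DMSO and 100% = IFN-gamma with 300 µM nifuroxazide; values of inactives mirror those of a sister screen read the other way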
PPARg SRC-3 ag – promotes SRC-3 coactivator recruitment by human PPARgamma | P37231 | activation, % at 8 µM | biochemical PPARgamma/SRC-3 coactivator recruitment assay | 200,000 tested, 0.26% active; in the data active means activation above about 23%;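 further: 0% = DMSO and 100% = reference agonist; some compounds past the cut are filed as inactive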
PPARg SRC2 recr – agonists of SRC-2 recruitment by human PPARgamma | 200,000 tested, 0.34% active | PPARgamma LBD-SRC-2 recruitment, biochemical | activation, % at 8 µM | P37231; in the data active means activation above about 22%;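 further: 0% = vehicle and 100% = reference agonist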
RAM network inh – yeast RAM network inhibition. S. cerevisiae dse1pr::URA3 reporter, 5-FOA growth OD615, 2 d; analog-sensitive cbk1-as2 kinase mutant strain. inhibition, % at 50 µM. 190,000 tested, 1.8% active;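 active means inhibition above a set limit, 3 SD over mean compound inhibition, cut at about 8.4% in these data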;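 further: 0% = DMSO-only wells with no growth and 100% = 10 µM 1-NA-PP1 full growth; inhibition rescues growth on 5-FOA so higher OD means more RAM inhibition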
SRC2 TRFRET art – TR-FRET artefact, counter-screen to PPARgamma/SRC-2 agonist assay; stronger effect = higher value; TR-FRET ratio at 8 µM; 200,000 tested, 0.4% active; AID 1049; in the data active means TR-FRET ratio above about 2000; further: inactives centre near 1500
ROMK mod – modulates human ROMK potassium channel activity; 130,000 tested, 2% active; P48048; B-score at 10 µM; Tet-inducible ROMK, thallium flux fluorescence; actives lie on both sides;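 active means signal ratio slope over the read window, or its plate-corrected B-score, at least 3 SD from the plate mean, either direction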;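 further: B-score of the F/F0 ratio slope over 7 to 12 s after thallium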
Target sequence (P48048 whole entry, looked up): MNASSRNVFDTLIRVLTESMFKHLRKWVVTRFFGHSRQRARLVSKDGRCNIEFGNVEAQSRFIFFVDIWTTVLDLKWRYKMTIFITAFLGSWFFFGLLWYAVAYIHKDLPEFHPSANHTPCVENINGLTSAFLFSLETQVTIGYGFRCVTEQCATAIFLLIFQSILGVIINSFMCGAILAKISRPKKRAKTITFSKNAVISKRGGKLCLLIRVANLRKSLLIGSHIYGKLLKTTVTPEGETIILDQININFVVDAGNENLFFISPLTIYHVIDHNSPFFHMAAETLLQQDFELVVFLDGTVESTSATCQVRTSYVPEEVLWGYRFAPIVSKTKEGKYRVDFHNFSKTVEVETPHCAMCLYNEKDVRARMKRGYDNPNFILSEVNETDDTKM
* hit, by the source's call; . = no result given. This is a random part of the collection. Share with any hit: about 5.6%.

SMILES	STAT3 activator	STAT3 inh	TLR4 MyD88 comp	S1P3 antagonist	PPARg SRC-1 ag	STAT1 inh	PPARg SRC-3 ag	PPARg SRC2 recr	RAM network inh	SRC2 TRFRET art	ROMK mod
CCOC(=O)c1cnc(-c2ccccc2)nc1Oc1ccccc1	114	-18	6	.	1	-2	0	5	1.2	1559	.
Cc1ccc(-n2nc3c(SCCN4CCOCC4)nnc(C)c3c2C)cc1	89	14	6	5	-5	0	2	8	1.0	1529	.
COc1ccccc1Nc1nc(N)nc(CN2CCN(c3ccccc3)CC2)n1	90	14	11	0	3	6	10	2	0.0	1437	0.82
CCOC(=O)C1CCN(C(=O)CCCN2C(=O)c3ccccc3C2=O)CC1	108	-8	3	-24	3	-1	1	17	3.1	1593	.
CCC(=O)Oc1c(C(=O)CC)cc2c(C)cc(=O)oc2c1C	94	6	10	3	8	11	2	4	0.9	1575	.
O=S(=O)(Nc1ccccn1)c1cnc(Cl)c(Br)c1	106	-8	9	0	-4	2	4	-4	0.9	1642	.
N#Cc1nc(Cc2cccc3ccccc23)oc1N1CCN(c2ccccc2)CC1	103	3	-13	.	-3	-3	-2	-1	5.8	1531	-1.6
CC1=C(C)CS(=O)N(S(=O)(=O)c2ccc(Cl)cc2)C1 (stereo unspecified)	102	1	0	-4	0	-1	4	-1	-1.6	1327	.
O=C(NCCN1CCOCC1)C1CCN(Cc2ccccc2O)CC1	103	-2	0	-14	1	2	-11	-2	2.1	1489	0.01
c1coc(-c2nnc3n2C2(CCCC2)Cc2ccccc2-3)c1	96	9	-11	1	7	9	3	3	2.2	1644	.
Cn1cnnc1SCC(=O)Nc1nc(-c2ccc(F)cc2)cs1	94	8	-12	0	6	-3	5	2	0.7	1565	0.83
CCCCNS(=O)(=O)c1ccc2nc(-c3cccnc3)cc(C(=O)NC3CC3)c2c1	100	0	5	-10	-6	-7	-2	8	1.9	1534	0.14
COc1ccccc1CNC(=O)c1ccoc1C	99	5	0	-22	-3	5	-12	-5	1.8	1442	0.17
CCOC(=O)C1=C(c2ccccc2)Nc2ncnn2C1c1ccc(OC)c(OC)c1OC (stereo unspecified)	92	19	-8	.	6	4	3	-6	0.5	1654	.
CCn1c2ccccc2c2nnc(SCC(=O)N(C)C3CCS(=O)(=O)C3)nc21 (stereo unspecified)	96	6	2	7	0	10	2	-6	2.8	1462	.
CCC(=O)c1ccc(OCC(=O)OCC(=O)Nc2sccc2C(N)=O)cc1	96	6	6	-7	9	3	3	11	7.5	1805	0.61
COCc1nnc(NC(=O)CC(c2ccccc2)c2ccccc2)s1	107	-7	8	.	-6	-2	-12	-7	5.0	1414	.
CC(C)Cc1nnc(NC(=O)Cc2ccc([N+](=O)[O-])cc2)s1	95	10	-7	9	10	2	2	2	2.2	1732	.
COc1ccccc1C(=O)NNC(=O)c1ccc(NC(=O)c2ccccc2)cc1	134*	-34	-1	-5	-6	3	-9	0	4.2	1683	0.015
COC(=O)c1c(NC(=O)c2ccccc2[N+](=O)[O-])sc2c1CC(C)(C)NC2(C)C	98	0	-20	0	10	9	1	11	0.4	1719	-0.23
NC(=O)c1cc(C(=O)c2ccc(Cl)cc2Cl)c[nH]1	98	7	-7	-2	-8	2	-3	7	-0.7	1627	-0.25
COC(=O)c1cc(=O)n(-c2ccc(F)cc2)c(=Nc2ccc(F)cc2)s1	106	-8	5	13	-4	-12	1	3	-0.3	1463	0.52
COc1cc(C)c(Cl)cc1S(=O)(=O)N1CCCC1	102	6	-6	-5	8	1	3	-3	3.5	1445	-0.49
CS(=O)(=O)N1CCN(c2ccccc2NC(=O)c2cccnc2)CC1	99	7	0	10	0	-6	-4	-2	0.8	1469	.
CCCOc1nnnn1-c1ccccc1	102	1	-3	.	6	-5	-2	4	-0.4	1517	.
O=C(O)c1ccc2c(c1)S(=O)(=O)N=C1CCCCCN12	100	1	-1	-24	11	-4	0	5	1.2	1664	0.18
Cn1c(-c2ccc(CN3CCCCC3)o2)nc2ccccc21	104	2	7	-4	0	-30	0	4	3.2	1501	.
COc1ccc2nc(N3C(=O)CC(C(C)c4ccccc4)C3=O)sc2c1 (stereo unspecified)	99	6	-10	-23	7	6	0	4	-0.7	1504	.
Cc1c(C(=O)NCc2ccc3c(c2)OCO3)sc2nc(-c3ccc(F)cc3)cn12	86	18	5	-8	0	-9	-6	-6	5.2	1440	.
CC(Oc1ccc(Cl)cc1)C(=O)NCCN1C(=O)S/C(=C\c2cccnc2)C1=O (stereo unspecified)	96	2	1	-10	6	8	8	13	2.7	1714	-0.12
Cc1ccc(C2CC(=O)NC(SCc3ccccc3)=C2C#N)cc1 (stereo unspecified)	105	-2	6	.	-1	-7	-5	-9	1.2	1487	.
O=C(Cn1nc(-c2ccccc2)ccc1=O)NCCN1CCN(Cc2ccccc2)CC1	97	8	-8	-1	8	0	10	11	0.2	1615	.
COc1ccc2oc(=O)c(C(=O)O)cc2c1	108	-5	13	-12	-2	-1	4	4	-0.3	1602	-0.62
O=C(Nc1ccc(OC(F)(F)F)cc1)c1ccc2ccccc2n1	122	-25	7	0	1	-5	4	0	3.3	1647	-0.077
Cc1n[nH]c(=O)nc1NCc1ccc(Cl)cc1	99	10	2	-37	0	0	1	3	1.6	1623	.
CCOC(=O)C1(Cc2cccc(OC)c2)CCN(C/C=C/c2ccc(OC)cc2)CC1	97	8	1	-6	2	18	-1	-1	0.4	1681	-0.054
Cc1oc(-c2ccc(Cl)cc2)cc1-c1nn2c(-c3ccoc3C)nnc2s1	100	2	-2	-14	-2	0	-3	11	2.0	1452	0.11
CC(=O)N1CC=CC1(C)C(=O)NCc1cc(F)cc(C(F)(F)F)c1 (stereo unspecified)	99	-1	-4	-12	-3	5	-2	3	-1.4	1425	-0.0033
O=c1c(Cc2ccc(F)cc2)c(O)ccn1C1CC1	93	14	-5	.	0	4	4	5	0.3	1754	.
CCCCCn1c(N2CCC(Cc3ccccc3)CC2)nc2c1c(=O)[nH]c(=O)n2C	96	9	-5	-19	-3	-14	6	-2	.	1686	.
Cc1ccc(SCC(=O)NCCN2C(=O)CSC2=O)cc1C	110	-5	-4	.	-7	-4	-8	-10	0.9	1396	-0.25
CCN(CC)C(C(=O)Nc1ccc2c(c1)OCO2)c1ccccc1 (stereo unspecified)	105	-2	-9	14	4	7	0	3	0.1	1472	-0.1
CC(=O)Nc1cc2c(cc1NC(=O)Cn1nc(-c3ccc4c(c3)OCCO4)ccc1=O)OCCO2	100	-1	-10	.	-5	3	-9	-1	3.8	1382	0.13
CCCC(=O)NC1=C(C#N)C2(CCCC2)Cc2ccccc21	96	7	-18	-13	6	8	4	0	1.3	1599	.
O=C(Nc1cccc(F)c1)C1CCN(C(=O)c2ccc(Cl)cc2)CC1	100	3	-20	11	-2	1	3	-3	-0.6	1510	-1.1
CCCn1cc(NC(=O)C2CC(c3cccc(Br)c3)=NO2)cn1 (stereo unspecified)	105	-3	-2	-4	3	2	-2	-4	1.9	1320	.
S=C1NC2(CCCC2)N=C1c1ccccc1	99	9	-10	-16	4	-12	0	-5	-0.3	1529	-1.8
Nc1c(-c2cccs2)cnn1-c1nc(-c2ccc(Cl)cc2Cl)cs1	92	15	-2	.	4	0	0	17	4.0	1669	.
O=C(CSc1nnnn1Cc1ccccc1)Nc1ccc2c(c1)OCO2	103	0	2	-12	3	-2	10	5	1.6	1681	.
CCOC(=O)c1c(C)nc2ccc(C)cn12	103	-3	2	.	-1	1	-6	-3	1.3	1440	0.47
Continuation:
SMILES	STAT3 activator	STAT3 inh	TLR4 MyD88 comp	S1P3 antagonist	PPARg SRC-1 ag	STAT1 inh	PPARg SRC-3 ag	PPARg SRC2 recr	RAM network inh	SRC2 TRFRET art	ROMK mod
CCOC(=O)c1sc(N=NC2=C(O)CCCC2=O)c(C(=O)OCC)c1C	103	5	-7	-9	0	-17	0	-5	1.6	1520	-1.9
O=C1NC2(CCCCCC2)Cc2ccccc21	94	4	-2	.	2	-7	10	3	0.8	1462	-0.0077
COc1ccc(/C=N/NC(=O)c2[nH]ncc2Br)c(OC)c1	103	6	8	.	8	-55	-3	-3	1.6	1374	.
Cc1ccccc1-c1nc(CS(=O)CC(=O)NCc2ccccc2)c(C)o1 (stereo unspecified)	104	5	-2	-40	2	-7	12	7	0.2	1770	.
Cc1cc(Br)c(NC(=O)COn2nnc3ccc(S(C)(=O)=O)cc32)c(Br)c1	102	4	5	17	-1	0	-2	12	8.1	1553	1
Cc1cc(Br)c(NC(=O)CCl)c(Br)c1	98	5	-8	-13	-9	6	-6	-11	1.3	1523	-0.63
Cn1nc(C(=O)NC2CCCCCC2)ccc1=O	104	0	-3	8	-3	-3	-8	-3	0.2	1461	.
Cc1ccc(NC(=O)CC2S/C(=N/N=C/c3ccco3)NC2=O)cc1Cl (stereo unspecified)	97	10	-2	-8	1	-4	-7	6	4.3	1376	-0.23
CCOc1ccc(N(C(C)C(=O)NC(C)CC)S(C)(=O)=O)cc1 (stereo unspecified)	96	8	8	.	15	1	16	4	0.1	1496	.
O=C(O)c1ccc(NCc2cccc(Br)c2)cc1	89	16	0	3	8	-5	0	4	1.5	1504	-0.56
Cc1ccc(S(=O)(=O)C2CS(=O)(=O)CC2O)cc1 (stereo unspecified)	106	1	-12	.	1	-7	1	9	0.9	1568	-0.63
Cc1ccc2nc(NC(=O)C3CCN(S(=O)(=O)c4cccs4)CC3)sc2c1	73	34	-18	4	14	5	2	3	2.4	1660	.
Cn1nnnc1NCc1cccc(Cl)c1	103	-2	3	-15	5	-6	-2	-6	0.8	1404	0.031
CC(=O)c1cc(C#N)c(SCc2ccccc2C#N)nc1C	107	-4	-8	.	-7	5	10	-5	4.4	1424	.
Fc1cccc(COc2ccccc2CNc2ccccc2)c1	99	7	0	9	2	-4	-6	-1	-0.8	1324	.
CCC(C)[C@H](NC(=O)NC(C)C)C(=O)O (stereo partly specified)	92	12	4	0	1	5	-1	-3	1.6	1801	1

Bioassay records: PubChem, several laboratories
